Kir21 block – blocks the mouse Kir2.1 inward-rectifier potassium channel; B-score at 10 µM; HEK293-Kir2.1, FluxOR thallium flux fluorescence; active compounds read low; AID 1672; 310,000 compounds, 0.85% hits;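 active = fluorescence ratio B-score at or below minus 3 SD of library scores, with starting-brightness B-score within 2 SD, cut at about -4.2 in these data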;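 note: channel flux triggered by added potassium and thallium sulfate stimulus; B-score of peak minus minimum fluorescence over baseline after thallium stimulus; more negative B-score means stronger Kir2.1 block with less thallium influx; some compounds called inactive have numbers as strong as hits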
Target sequence (P35561 whole entry, looked up): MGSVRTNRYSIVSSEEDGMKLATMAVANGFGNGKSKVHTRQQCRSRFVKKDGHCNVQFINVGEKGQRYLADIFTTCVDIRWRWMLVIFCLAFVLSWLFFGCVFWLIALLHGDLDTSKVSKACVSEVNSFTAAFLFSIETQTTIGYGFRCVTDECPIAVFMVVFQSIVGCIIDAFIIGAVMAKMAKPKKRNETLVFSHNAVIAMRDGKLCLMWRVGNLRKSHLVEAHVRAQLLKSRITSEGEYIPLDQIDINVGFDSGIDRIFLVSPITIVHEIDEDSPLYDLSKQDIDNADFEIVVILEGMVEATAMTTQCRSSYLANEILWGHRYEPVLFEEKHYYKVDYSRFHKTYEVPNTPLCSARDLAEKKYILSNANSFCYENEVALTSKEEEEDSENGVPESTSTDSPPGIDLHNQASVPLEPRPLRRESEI
CHT block – inhibits the human high affinity choline transporter | AID 488975 | B-score at 10 µM | CHT-expressing cells, membrane potential dye, choline response; active compounds read low | 310,000 compounds, 0.86% hits | Q9GZV3;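 active = B-score over 3 SD under the library average, and starting fluorescence ratio not unusually high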;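 note: choline stimulus applied at its EC90 after an EC20 pre-addition; B-score computed on integrated fluorescence ratio after choline addition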
Target sequence (Q9GZV3 whole entry, looked up): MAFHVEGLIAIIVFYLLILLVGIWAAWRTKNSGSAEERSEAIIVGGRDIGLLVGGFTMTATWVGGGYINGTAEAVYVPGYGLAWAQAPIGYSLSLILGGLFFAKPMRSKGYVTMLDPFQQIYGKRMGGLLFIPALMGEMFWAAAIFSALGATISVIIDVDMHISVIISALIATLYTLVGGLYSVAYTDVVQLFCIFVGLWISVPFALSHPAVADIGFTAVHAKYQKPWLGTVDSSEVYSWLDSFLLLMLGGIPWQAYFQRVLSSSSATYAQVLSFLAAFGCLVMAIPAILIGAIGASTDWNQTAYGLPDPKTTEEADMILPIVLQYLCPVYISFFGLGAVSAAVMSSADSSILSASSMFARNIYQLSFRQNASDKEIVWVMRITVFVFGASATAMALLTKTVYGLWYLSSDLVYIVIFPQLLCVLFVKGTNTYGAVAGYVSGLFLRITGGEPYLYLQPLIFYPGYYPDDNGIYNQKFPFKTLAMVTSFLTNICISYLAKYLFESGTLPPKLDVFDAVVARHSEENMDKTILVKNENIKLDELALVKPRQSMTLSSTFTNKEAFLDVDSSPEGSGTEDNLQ
Numbers without * were called inactive; & = joins results of further samples. Outcome played no part in choosing rows. Share with any hit: about 1.6%.

`CCOC(=O)c1ccccc1NC(=O)c1ccc2c(SCC(=O)O)c3c(nc2c1)CCCC3` gave Kir21 block 0.41 and CHT block inactive.
For O=[N+]([O-])c1cccc(S(=O)(=O)c2ccc(NCCOCCO)c([N+](=O)[O-])c2)c1 the results were Kir21 block -0.26 and CHT block inactive.
COCCn1c(C)cc(C(=O)COC(=O)c2ccc([N+](=O)[O-])o2)c1C was read as Kir21 block 0.22 and CHT block inactive.
Screening CC(=O)CSc1nnc(Cc2ccc([N+](=O)[O-])cc2)o1 returned Kir21 block 4.03 and CHT block inactive.
`CC(Oc1ccc(Cl)cc1)c1ccnn1S(=O)(=O)c1ccccc1` (stereo not given) gave Kir21 block -2.75 and CHT block inactive.
For CCN(CC)S(=O)(=O)c1ccc(C)c(C(=O)Oc2cccc(-c3cnc4ccccc4n3)c2)c1 the results were Kir21 block 1.14 and CHT block inactive.
For CCOC(=O)N1CCN(C(=O)c2ccc3c(=O)n(-c4ccccc4F)c(=S)[nH]c3c2)CC1 the results were Kir21 block 0 and CHT block inactive.
O=C(NCC1CCCO1)C1CCCN(S(=O)(=O)c2cc(Cl)ccc2Cl)C1 (stereo not given) was read as Kir21 block -1.55 and CHT block inactive.
Screening Cc1cc(C)n(-c2ccc(C(=O)OCC(=O)Nc3ccccc3[N+](=O)[O-])cc2)n1 returned Kir21 block 0.32 and CHT block inactive.
Cc1ccc(-c2ocnc2C(=O)Nc2nc(C)cs2)cc1 was read as Kir21 block -0.32 and CHT block inactive.
`CCCCCN1CC(O)=C(c2nc3ccccc3[nH]2)C1=N` gave Kir21 block 1.88 and CHT block inactive.
For COc1ccc(/C=N/N2CCN(C3c4ccccc4-c4ccccc43)CC2)cc1O the results were Kir21 block -0.4 and CHT block inactive.
Cc1cc(OCC(=O)OCC(=O)NCc2ccco2)ccc1Cl was read as Kir21 block 0.65 and CHT block inactive.
Screening O=C1CCC(C(=O)N2CCc3c(Cl)cccc3C2)CN1CCCN1CCOCC1 (stereo not given) returned Kir21 block 1.64 and CHT block inactive.
Screening O=C(CSc1ccc2nnc(CCNC(=O)c3ccccc3)n2n1)Nc1ccccc1 returned Kir21 block 0.52 and CHT block inactive.
Screening COc1ccc(-c2csc3ncnc(N4CCN(CCO)CC4)c23)cc1 returned Kir21 block -0.26 and CHT block -7.87*.
For CNc1nc(C)cc(C)c1S(=O)(=O)c1ccc(C)cc1 the results were Kir21 block -5.85* and CHT block inactive.
`NC(=O)c1nsc(C(=O)N(Cc2ccccc2F)C(C(=O)NCC2CCCO2)c2ccc(F)cc2)c1N` (stereo not given) gave Kir21 block 1.73 and CHT block inactive.
`CCCN1C(=O)C(O)(c2c(C)[nH]c3ccccc23)c2ccccc21` (stereo not given) gave Kir21 block 0.73 and CHT block inactive.
For CCOc1cc(C2CC(=O)c3c(ccc4ccccc34)N2)ccc1O (stereo not given) the results were Kir21 block -1.08 and CHT block inactive.
C(=N\N(c1ccccc1)c1ccccc1)/c1ccccn1 was read as Kir21 block -0.62 and CHT block inactive.
For COc1ccc2ccccc2c1/C=N/NC(=O)c1ccccc1F the results were Kir21 block -3.2 and CHT block inactive.
`c1ccc(-c2ccc(-c3[nH]ncc3CN3CCC(N4CCSCC4)CC3)cc2)cc1` gave Kir21 block -1.51 and CHT block inactive.
COc1ccc(O)c(/C=N/NC(=O)CSc2nnc(C)n2-c2ccccc2)c1 was read as Kir21 block -0.62 and CHT block inactive.
`Cc1ccccc1C(=O)NCCCNC(=O)c1ccccn1` gave Kir21 block -0.7 and CHT block inactive.
For O=C(CSc1nnc(SCc2ccc(Cl)cc2)s1)c1ccc2c(c1)OCO2 the results were Kir21 block 1.12 and CHT block inactive.
`COc1ccc(S(=O)(=O)Cc2ccc(C(=O)N3CCN(Cc4ccccc4)CC3)o2)cc1` gave Kir21 block -0.4 and CHT block inactive.
COc1ccc(-c2cc3ccc(OCC(=O)NCC4CCC(C(=O)O)CC4)cc3oc2=O)cc1 (stereo not given) was read as Kir21 block 1.16 and CHT block inactive.
For CCCc1cc(=O)[nH]c(SCC(=O)NC(=O)c2ccccc2)n1 the results were Kir21 block 0.12 and CHT block inactive.
`Cc1ccc2nc(-c3ccc(O)c(O)c3)cn2c1` gave Kir21 block 2.2 and CHT block inactive.
For CC(=O)Oc1ccc2c(C)c(CC(=O)N3CCN(C(=O)C4COc5ccccc5O4)CC3)c(=O)oc2c1C (stereo not given) the results were Kir21 block -0.96 and CHT block inactive.
`CCCOc1ccc(C(=O)NC(C)C(=O)O)cc1` (stereo not given) gave Kir21 block 0.23 and CHT block inactive.
Cc1cccc(C)c1Nc1nnc(SC(C)C(=O)Nc2c(C)n(C)n(-c3ccccc3)c2=O)s1 (stereo not given) was read as Kir21 block 0.74 and CHT block inactive.
`Cc1cc(NC(=O)CSc2nc(C3CC3)nc3sc(C)c(C)c23)no1` gave Kir21 block 0.37 and CHT block inactive.
COc1ccccc1NC(=O)C(C)OC(=O)CCCOc1ccccc1 (stereo not given) was read as Kir21 block -4.82* and CHT block inactive.
`Cc1noc(C)c1CN(C(=S)NC1CC1)c1ccccc1` gave Kir21 block -1.44 and CHT block inactive.
For COc1ccc(-c2nc(CN3CCN(Cc4ccccc4)CC3)c(C)o2)cc1 the results were Kir21 block -0.29 and CHT block inactive.
Screening Cc1ccc(NC(=O)c2sc(Cl)nc2-c2ccccc2)cc1C returned Kir21 block -1.58 and CHT block inactive.
CCOc1ccc(OCC)c(NC(=O)CSc2nc3cccnc3n2C)c1 was read as Kir21 block 1.48 and CHT block inactive.
COc1ccc2[nH]c(=O)c(CN(Cc3ccccc3OC)Cc3nnnn3CC3CCCO3)cc2c1 (stereo not given) was read as Kir21 block 0.22 and CHT block inactive.
For CCOc1ccc(CCNC(=O)CS(=O)Cc2nc(-c3ccccc3Cl)oc2C)cc1OCC (stereo not given) the results were Kir21 block -0.33 and CHT block inactive.
CCN(C(=O)C(C)N1C(=O)/C(=C/c2ccco2)SC1=S)C1CCS(=O)(=O)C1 (stereo not given) was read as Kir21 block -2.53 and CHT block inactive.
`CCN1CCN(C(=O)CCn2c(=O)c3cccn3c3cccnc32)CC1` gave Kir21 block -0.99 and CHT block inactive.
For CSc1nc(-c2ccc(Cl)cc2)nc(N)c1C#N the results were Kir21 block -1.21 and CHT block inactive.
O=C(CCN1C(=O)/C(=C/c2ccc3c(c2)OCO3)SC1=S)Nc1cccc(C(=O)O)c1 was read as Kir21 block 1.4 and CHT block inactive.
Screening O=C(NCCSC1CCCCC1)c1ccccc1 returned Kir21 block -0.59 and CHT block inactive.
`CC1(CCc2ccc(O)cc2)NC(=O)NC1=O` (stereo not given) gave Kir21 block 0.7 and CHT block inactive.
CC(C(=O)N(C)C1CCS(=O)(=O)C1)N1C(=O)/C(=C/c2ccc(F)cc2)SC1=S (stereo not given) was read as Kir21 block 0.05 and CHT block inactive.
`Cc1ccc(S(=O)(=O)NCCC(=O)OCn2nnc3ccccc3c2=O)cc1` gave Kir21 block 1.23 and CHT block inactive.
`CC(=O)c1ccc(Nc2c3c(nc4ccccc24)CCCC3)cc1` gave Kir21 block 0.98 and CHT block inactive.
`Cc1ccc(NC(=S)NCC23C=CC(O2)C2C(=O)N(c4ccc(C)cc4)C(=O)C23)cc1` (stereo not given) gave Kir21 block 0.56 and CHT block inactive.
For CCCOc1ccc(S(=O)(=O)n2cc(F)c(=O)[nH]c2=O)cc1 the results were Kir21 block 2.03 and CHT block inactive.
`Fc1ccc2nc(C3CCN(Cc4nc(CC5CC5)no4)CC3)[nH]c2c1` gave Kir21 block -0.61 and CHT block inactive.
`Cc1ccc(CN2C(=O)c3ccccc3NC23CCN(Cc2ccccc2)CC3)cc1` gave Kir21 block 0.06 and CHT block inactive.
Screening COc1ccc(CNC(=O)c2cccc(S(=O)(=O)N3CCN(C)CC3)c2)cc1 returned Kir21 block -1.39 and CHT block inactive.
`COc1ccc(C[C@H]2CN3C(=NC[C@H]3C)N2CCNC(=O)CCC2CCCCC2)cc1` gave Kir21 block -0.91 and CHT block inactive.
OC(COc1ccc(Cl)c2ccccc12)CN1CCN(c2ccccn2)CC1 (stereo not given) was read as Kir21 block 1.13 and CHT block inactive.
CC(N)C12CC3CC(CC(C3)C1)C2 (stereo not given) was read as Kir21 block 0.08&-1.6 and CHT block inactive.
For Cc1[nH]cnc1CSCc1ccc(F)cc1 the results were Kir21 block 1.41 and CHT block inactive.
For Cc1cc(C)n(CC(=O)n2c3ccccc3c3ccccc32)n1 the results were Kir21 block -0.54 and CHT block inactive.
CCOc1c2ccc(C(=O)NCc3ccc4c(c3)OCO4)cc2nn1C was read as Kir21 block 0.04 and CHT block inactive.
For c1ccc(-c2nc(-c3cccs3)[nH]c2-c2ccccc2)cc1 the results were Kir21 block 1.17 and CHT block inactive.
Cc1c(C(=O)C(=O)N2CCCc3ccccc32)c2ccccc2n1C was read as Kir21 block -2.64 and CHT block inactive.
For CCCC(=O)Nc1cc2c3c(c1)CCN3C(=O)CC2 the results were Kir21 block -1.72 and CHT block inactive.
Screening O=C(O)c1ccc(-n2nnnc2SCc2cccc(Br)c2)cc1 returned Kir21 block 1.07 and CHT block inactive.
For CC(C)c1c(C(=O)N/N=C/C=C/c2ccccc2)nnn1-c1nonc1N the results were Kir21 block -0.16 and CHT block inactive.
COc1cc(NC(=O)c2cccs2)c(C(=O)OCC(=O)NC(=O)NCc2ccccc2)cc1OC was read as Kir21 block -0.95 and CHT block inactive.
For COC(=O)C1=C[C@@H](C(=O)OC)C2C3=C(C(=O)C24CCCCC4)[C@H](C)n2c(=O)n(-c4ccccc4)c(=O)n2[C@@H]3C1 (stereo not given in full) the results were Kir21 block -0.76 and CHT block inactive.
Screening O=C1C(Cl)=C(NCCN2CCOCC2)C(=O)c2ccccc21 returned Kir21 block 0.66 and CHT block inactive.
`COc1ccc(C(=O)NC(=S)N2CCCCC2)cc1` gave Kir21 block 2.08 and CHT block inactive.
`CCOc1ccc(NC(=O)CSc2nnc(-c3ccccn3)n2N)cc1` gave Kir21 block 1.48 and CHT block inactive.
Cc1ccc(S(=O)(=O)NNC(=S)NCCc2ccccc2)cc1 was read as Kir21 block 0.75 and CHT block inactive.
For N#C/C=C1\n2c(nc3ccccc32)OC12CCCCC2 the results were Kir21 block -0.38 and CHT block inactive.
COc1ccccc1NS(=O)(=O)c1cc(NC(=O)CNC(=O)c2ccccc2)ccc1C was read as Kir21 block 1.43 and CHT block inactive.
Cc1nc2c(-c3ccc(Cl)cc3)c(C)[nH]n2c(=O)c1Cc1ccccc1 was read as Kir21 block 0.63 and CHT block inactive.
Screening CCN(CC(=O)Nc1c(F)cccc1F)C(=O)CN(C)S(=O)(=O)c1ccc(F)cc1 returned Kir21 block 0.07 and CHT block inactive.
`CCOP(=O)(OCC)C(Nc1cccc([N+](=O)[O-])c1)c1ccc(N(C)C)cc1` (stereo not given) gave Kir21 block 1.85 and CHT block inactive.
`O=C(c1ccc2c(c1)OCO2)N1CCc2ccccc2C1` gave Kir21 block 1.95 and CHT block inactive.
CCCCn1c(N)c(N(CCOC)C(=O)c2cc(-c3ccncc3)nc3ccccc23)c(=O)[nH]c1=O was read as Kir21 block -3.56 and CHT block inactive.
For O=C1c2ccc3c4c(ccc(c24)C(=O)N1CCCCO)C(=O)N(CCCCO)C3=O the results were Kir21 block 0.05.

Sorted by length of the SMILES (lowest first): four of the compounds above.
`Cc1noc(C)c1CN(C(=S)NC1CC1)c1ccccc1` gave Kir21 block -1.44 and CHT block inactive.
For COc1ccc2ccccc2c1/C=N/NC(=O)c1ccccc1F the results were Kir21 block -3.2 and CHT block inactive.
`Cc1ccc(CN2C(=O)c3ccccc3NC23CCN(Cc2ccccc2)CC3)cc1` gave Kir21 block 0.06 and CHT block inactive.
Screening COc1ccc(CNC(=O)c2cccc(S(=O)(=O)N3CCN(C)CC3)c2)cc1 returned Kir21 block -1.39 and CHT block inactive.

The main list resumes, starting four compounds before the break.
`CCOP(=O)(OCC)C(Nc1cccc([N+](=O)[O-])c1)c1ccc(N(C)C)cc1` (stereo not given) gave Kir21 block 1.85 and CHT block inactive.
`O=C(c1ccc2c(c1)OCO2)N1CCc2ccccc2C1` gave Kir21 block 1.95 and CHT block inactive.
CCCCn1c(N)c(N(CCOC)C(=O)c2cc(-c3ccncc3)nc3ccccc23)c(=O)[nH]c1=O was read as Kir21 block -3.56 and CHT block inactive.
For O=C1c2ccc3c4c(ccc(c24)C(=O)N1CCCCO)C(=O)N(CCCCO)C3=O the results were Kir21 block 0.05.
CCCSCCCNC(=O)c1ccccc1NC(=O)C1=CSCCO1 was read as Kir21 block -0.01 and CHT block inactive.
Screening CCN1C(=O)[C@H]2[C@@H](c3ccc(C)cc3)N3C(=O)N(c4cccc(F)c4)C(=O)[C@@]3(CC)[C@H]2C1=O returned Kir21 block -0.07 and CHT block inactive.
`CCCCc1nc2cc(C(=O)N3CCCCC3COC)ccc2o1` (stereo not given) gave Kir21 block 3.45 and CHT block inactive.
`COC(=O)c1c(C)[nH]c(C(C)=O)c1C` gave Kir21 block 0.81 and CHT block inactive.
`COc1ccc(C(=O)c2coc3ccc(O)c(CN4CCOCC4)c23)cc1` gave Kir21 block -4.65* and CHT block inactive.
